Screening data as filed in PubChem BioAssay.
Rpn11 inh: Rpn11 (PSMD14) deubiquitinase inhibitors, primary screen, biochemical, fluorescence polarization, uHTS | human 26S proteasome, Ub4-pepOG fluorescence polarization; 20S core pre-blocked with epoxomicin | calls only at 20 µM | 0.59% of 360,000 active | AID 588493, 2011;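 active = inhibition at 20 µM, scaled to each plate's controls, above about 33%, limit read from the data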
MT1-MMP act inh: blockers of MT1-MMP proenzyme processing, primary screen, HT1080 RFP-PRO-GFP cells, GFP/RFP fluorescence; AID 651647, 2012; Matrix metalloproteinase-14 (Homo sapiens), P50281; GFP/RFP ratio change, % at 20 µM; GFP/RFP ratio fluorescence, overnight; percent of plate control window, DMSO zero; 0.061% of 360,000 active;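 active = GFP/RFP ratio change of at least 30% with cell ATP level not reduced by more than half and red fluorescence within 50% of control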; also: strong numbers were not always called active
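system = RFP-PRO-GFP reporter HT1080 cells | dosing = 20 µM single dose, 1% DMSO | timing = overnight cell settling, then overnight compound exposure, 37 °C, 5% CO2 | read-out basis = GFP/RFP fluorescence ratio | controls = DMSO and RFP-L50D-GFP cell wells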
CSN deneddyl inh: inhibitors of CSN-mediated cullin deneddylation, primary screen, biochemical, fluorescence polarization, uHTS | COP9 signalosome complex subunit 5 (Homo sapiens), Q92905 | 0.38% of 360,000 active | inhibition, % at 12.5 µM | Purified CSN, SCF-Nedd8-OG deneddylation;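 active = pattern-corrected inhibition above about 35%, with an unprinted fluorescence ratio check between 0.5 and 1.5, limit read from the data, passing the limit was not always enough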;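 also: 0% = enzyme with substrate and 100% = substrate without enzyme; some results filed as inactive read as strong as hits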
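Assay system: purified human Csn5 enzyme expressed in HEK293T cells; Input: 0.24 nM Csn5 enzyme, final concentration; Reagent: 10 nM SCFSkp2-Nedd8OG; Compound dosing: 12.5 µM single point; Times: reaction 90 min, room temperature; Technique: fluorescence polarization readout.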
PABP1 MLLE inh: inhibitors of PABP1 MLLE–PAM2 peptide binding, primary screen, biochemical, fluorescence polarization, FITC-PAM2, GST-MLLE. Polyadenylate-binding protein 1 (Homo sapiens), P11940. inhibition, % at 20 µM. 0.36% of 360,000 active; in the data active = inhibition above about 35%, passing the limit was not always enough;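 also: plate controls were DMSO wells with GST-MLLE for no effect and wells lacking GST-MLLE protein for full effect; some results filed as inactive read as strong as hits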
Rin1 Abl inh: inhibitors of Rin1-Abl protein binding, primary screen, biochemical, TR-FRET; Tyrosine-protein kinase ABL1 (Homo sapiens) + Ras and Rab interactor 1 (Homo sapiens), …; AID 588664, 2011; inhibition, % at 7.35 µM; 0.4% of 360,000 active; in the data active = inhibition above about 5%, passing the limit was not always enough
MsrA inhibitor: bovine MsrA enzyme inhibitors, primary screen, biochemical, absorbance, HTS. Methionine sulfoxide reductase A (Bos taurus). purified bovine MsrA, absorbance read-out. inhibition, % at 15.5 µM. 0.75% of 360,000 active. AID 651718, 2012; in the data active = inhibition above about 4.5%;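 also: 0% = vehicle wells with enzyme and 100% = reference inhibitor wells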
MsrA act: bovine MsrA enzyme activators, primary screen, biochemical, absorbance, HTS; 0.3% of 360,000 active; activation, % at 10.6 µM; purified bovine MsrA, absorbance read-out; AID 602163, 2012; in the data active = activation above about 7.5%;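 also: 0% = vehicle and 100% = reference activator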
FAS-TE inh: FAS thioesterase domain inhibitors, primary screen, biochemical, fluorescence intensity, uHTS | Fatty acid synthase (Homo sapiens), P49327 | recombinant FAS-TE, OMFH fluorogenic substrate, fluorescence endpoint | inhibition, % at 15 µM | 0.67% of 360,000 active | AID 602261, 2012;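 active = compounds whose normalised, plate-corrected inhibition of enzyme fluorescence in the single-dose primary screen is 50% or more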;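 also: 0% = DMSO with enzyme and 100% = substrate without enzyme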
eLon inh: inhibitors of E. coli Lon protease, primary screen, biochemical, fluorescence polarization; P0A9M0; purified E. coli Lon protease; inhibition, % at 7.94 µM; 0.42% of 360,000 active; AID 602123, 2011; in the data active = inhibition above about 13%, passing the limit was not always enough;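 also: 0% = enzyme with probe and DMSO and 100% = no enzyme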
* = called active by the depositor; i = inactive; . = no result given. No enrichment for hits; overall some 3.7% were active at least once.

A first look:
SMILES | Rpn11 inh | MT1-MMP act inh | CSN deneddyl inh | PABP1 MLLE inh | Rin1 Abl inh | MsrA inhibitor | MsrA act | FAS-TE inh | eLon inh
Cc1cc(=O)[nH]c(SCC(=O)Nc2nnc(CC(C)C)s2)n1 | i | 3 | -1 | 9 | 1 | 1.6 | -6 | -6 | 2
CCN(CC)CCNC(=O)c1ccc2c(c1)NC(=O)c1ccccc1S2 | i | 0 | 9 | -10 | 0 | -1.0 | -2 | -1 | -4
CC(=O)OC[C@@H]1CN(Cc2ccccc2)C[C@H](n2ccc3c(N)ncnc32)O1 | i | 5 | 4 | -3 | -2 | -0.3 | -5 | -8 | -8
COc1ccc(NS(=O)(=O)c2cc(NS(=O)(=O)c3cccs3)ccc2C)cc1 | i | 0 | 1 | -17 | -2 | 0.5 | -6 | -1 | -7
Cc1ccc(C(=O)OCC(=O)Nc2ccc3[nH]c(=O)[nH]c3c2)cc1S(=O)(=O)N1CCOCC1 | i | 5 | 3 | -7 | 5 | -0.3 | -3 | -8 | -1
O=C(Nc1nccs1)c1ccc2c(c1)OCO2 | i | -2 | 3 | -5 | -1 | -0.1 | -3 | -4 | 6
Cc1ccc(N2C(=O)[C@@H]3[C@H](C2=O)[C@H]2C=C(C(=O)c4ccccc4)C=CN2[C@@H]3C(=O)c2ccc(Cl)cc2)cc1 | i | -11 | 2 | -18 | 0 | -0.9 | -10 | -2 | -9

All compounds of this part, repeating the preview:
SMILES | Rpn11 inh | MT1-MMP act inh | CSN deneddyl inh | PABP1 MLLE inh | Rin1 Abl inh | MsrA inhibitor | MsrA act | FAS-TE inh | eLon inh
Cc1cc(=O)[nH]c(SCC(=O)Nc2nnc(CC(C)C)s2)n1 | i | 3 | -1 | 9 | 1 | 1.6 | -6 | -6 | 2
CCN(CC)CCNC(=O)c1ccc2c(c1)NC(=O)c1ccccc1S2 | i | 0 | 9 | -10 | 0 | -1.0 | -2 | -1 | -4
CC(=O)OC[C@@H]1CN(Cc2ccccc2)C[C@H](n2ccc3c(N)ncnc32)O1 | i | 5 | 4 | -3 | -2 | -0.3 | -5 | -8 | -8
COc1ccc(NS(=O)(=O)c2cc(NS(=O)(=O)c3cccs3)ccc2C)cc1 | i | 0 | 1 | -17 | -2 | 0.5 | -6 | -1 | -7
Cc1ccc(C(=O)OCC(=O)Nc2ccc3[nH]c(=O)[nH]c3c2)cc1S(=O)(=O)N1CCOCC1 | i | 5 | 3 | -7 | 5 | -0.3 | -3 | -8 | -1
O=C(Nc1nccs1)c1ccc2c(c1)OCO2 | i | -2 | 3 | -5 | -1 | -0.1 | -3 | -4 | 6
Cc1ccc(N2C(=O)[C@@H]3[C@H](C2=O)[C@H]2C=C(C(=O)c4ccccc4)C=CN2[C@@H]3C(=O)c2ccc(Cl)cc2)cc1 | i | -11 | 2 | -18 | 0 | -0.9 | -10 | -2 | -9
CC(=O)Nc1c(I)c(C(=O)N[C@H]2C(O)O[C@H](CO)[C@@H](O)[C@@H]2O)c(I)c(N(C)C(C)=O)c1I (stereo not given in full) | i | 3 | -1 | -3 | -2 | -0.4 | -1 | -4 | 2
O=C1CCCC(=O)C1=C1SCCCS1 | i | -11 | -3 | 11 | -4 | 1.6 | -4 | -8 | 6
CCCC[C@H](CN[C@@H](CNC)[C@H](C)CC)NCCC12CCC(CC1)C2 | i | 12 | 1 | 7 | 3 | -0.5 | -9 | -3 | 2
CC(C)C(=O)Nc1cccc(NC(=O)c2cc3ccccc3o2)c1 | i | 1 | -1 | 8 | -1 | 0.9 | -3 | 0 | -1
COc1ccc(C(=O)NCCCNC(=O)c2ccc(C)nc2)cc1 | i | -3 | 3 | 0 | 1 | -1.4 | 0 | -4 | 9
COc1ncnc2c1ncn2CCCNCc1ccco1 | i | 0 | 4 | 8 | -1 | 2.0 | -3 | -6 | -1
O=C(Nc1c(Cl)cccc1Cl)c1ccc(-c2ccccc2)cc1 | i | 2 | 0 | -6 | -2 | 0.2 | -7 | -2 | 2
CS(=O)(=O)N1CCC(C(=O)N2CCN(C(c3ccccc3)c3ccccc3)CC2)CC1 | i | -4 | -2 | 3 | 6 | 1.0 | -10 | 2 | 4
O=C(Nc1ccc2nc(-c3cccs3)[nH]c2c1)c1ccco1 | i | 9 | -2 | 10 | -3 | 4.7* | -5 | -3 | -5
Cc1cccc(NC(=O)NNC(=O)c2c(Cl)c(C)nn2C)c1 | i | 6 | -5 | -17 | 0 | 1.6 | -11 | -8 | -8
CC(=O)Nc1sc(NC(=O)c2ccccc2)nc1-c1cccs1 | i | 13 | -2 | 11 | 2 | 1.4 | -3 | -2 | -8
CCN(CC)c1ccc(/C=N/N2C(=O)c3ccccc3C2=O)c(O)c1 | i | -4 | 2 | -3 | -1 | 2.1 | -5 | -10 | -5
COc1ccc(Cc2nnc(NC(=O)CS(=O)(=O)c3ccc(C)cc3)s2)cc1OC | i | 2 | 4 | 5 | -4 | 0.8 | -3 | -1 | -5
O=C(Nc1cccc(NC(=O)c2cccc(Cl)c2)c1)c1cccnc1 | i | 1 | 3 | 2 | 2 | -1.2 | -4 | 1 | -9
O=C(CCN1C(=O)/C(=C\C=C\c2ccccc2)SC1=S)Nc1ccc(C(=O)O)cc1 | i | -3 | 17 | -10 | -1 | 0.3 | -4 | 0 | -32
CCc1ccccc1OCC(=O)Nc1cc(S(=O)(=O)N(CC)CC)ccc1N1CCOCC1 | i | -6 | -3 | 131 | -1 | -0.4 | 1 | 29 | -8
Cc1ccc(NC(=O)CSCC(=O)N(C)Cc2c(F)cccc2Cl)cc1 | i | -8 | 3 | 11 | 1 | -1.5 | -2 | 10 | -12
CC(C)n1c(Oc2ccc(F)cc2)nc2c1c(=O)n(C)c(=O)n2C | i | -3 | 4 | 2 | -1 | -0.7 | -1 | -2 | -6
CC(C)c1ccc(Nc2nc(N3CCOCC3)nc(N3CCOCC3)n2)cc1 | i | -6 | 2 | 15 | -3 | -0.1 | -1 | 21 | 0
CC(NC(=O)C1CCN(S(=O)(=O)c2cnc[nH]2)CC1)c1ccccc1 (stereo not given) | i | -2 | -2 | 3 | 1 | 0.3 | -4 | -8 | -3
COC(=O)c1ccc(/C=C/c2c(-c3ccc(OC)cc3)oc3ccccc23)cc1 | i | 1 | -1 | -3 | -2 | 0.1 | -9 | 21 | 2
Nc1ccc(C(=O)Nc2ccccc2C(=O)O)cc1 | i | 1 | 2 | 11 | 0 | 0.8 | -3 | -6 | -8
CC(NC(=O)COC(=O)c1ccco1)c1ccccc1 (stereo not given) | i | -4 | -2 | -1 | 1 | 0.1 | -10 | -8 | -1
COc1ccc(C2CC(c3ccccc3F)=NN2c2ccc(S(N)(=O)=O)cc2)cc1 (stereo not given) | i | 1 | 0 | 11 | -2 | 1.7 | 2 | 14 | 3
COc1cc(-c2nc(-c3ccncc3)no2)cc(OC)c1OC | i | 6 | 5 | -14 | -5 | 0.1 | -1 | -2 | 4
CCC1CCc2c(sc(NC(=O)c3ccco3)c2C(N)=O)C1 (stereo not given) | i | 7 | 5 | 14 | -2 | 0.0 | -2 | 12 | 0
CN(Cc1ccc(Br)cc1)CC(O)COc1cccc(Br)c1 (stereo not given) | i | 2 | 7 | -3 | -1 | -1.3 | -5 | 15 | -2
Cc1cccc(Cn2c(C)c(C)c3cc(C(=O)NCCN4CCOCC4)ccc32)c1 | i | 4 | -4 | 3 | 1 | 0.4 | -11 | 4 | -8
Cc1ccc(OCCC(=O)Nc2ccc(S(=O)(=O)Nc3cc(C)nc(C)n3)cc2)cc1 | i | 2 | 2 | -2 | 2 | -1.2 | -3 | 6 | -6
O=S(=O)(c1ccc(Br)s1)n1cccn1 | i | 9 | 0 | -14 | -2 | -0.1 | -1 | -1 | -15
Cn1c(NCc2ccccc2)nc2cc(-c3ccccc3)sc2c1=O | i | 2 | -6 | -7 | 2 | -0.2 | -1 | 5 | 3
OC(CN1CCN(c2ccccn2)CC1)Cn1c2ccc(Cl)cc2c2cc(Cl)ccc21 (stereo not given) | i | -2 | 0 | -7 | -1 | 1.2 | -9 | 20 | 0
CC(C)CCNC(=O)NC(=O)CSc1ccc(S(=O)(=O)N2CCOCC2)cn1 | i | 0 | -2 | 28 | 4 | -0.1 | 1 | 2 | 12
O=[N+]([O-])c1ccc2c(c1)C(O)n1ncnc1S2 (stereo not given) | i | 1 | 8 | 14 | -2 | 2.3 | -3 | 0 | 4
CC(C)CC(N)C(=O)OCc1ccc([N+](=O)[O-])cc1 (stereo not given) | i | 0 | 3 | 0 | 0 | -1.3 | 0 | 0 | -9
CCOC(=O)[C@H]1[C@H]2COc3cc(OC)ccc3[C@@H]2N2C(=O)c3cc(F)c(F)cc3NC(=O)[C@@]12C | i | -11 | -3 | 15 | 3 | -0.3 | -6 | 5 | 12
COc1ccc(CNC(=O)[C@H](C)NC(=O)C2CCN(C(=O)[C@@H](N)CCSC)CC2)cc1 | i | -1 | 3 | 5 | -1 | -0.1 | 0 | -2 | -3
CCNc1nc(NCC)n2c(SC(C(=O)Nc3cc(Cl)cc(Cl)c3)c3ccccc3)nnc2n1 (stereo not given) | i | 4 | -3 | -49 | -1 | -0.9 | 1 | 12 | -1
CCOc1ccc(OCCSc2nc(-c3ccccc3)cc(=O)[nH]2)cc1 | i | . | -12 | 6 | -2 | 0.2 | -13 | -3 | -7
CCN(CC)S(=O)(=O)c1ccc(NC(=O)COC(=O)CCc2cc(OC)c(OC)c(OC)c2)cc1 | i | 2 | -10 | 11 | -1 | 0.8 | -10 | 6 | -9
O=C(C(=O)N1CCCCC1)c1cn(CC(=O)N2CCCCCC2)c2ccccc12 | i | -2 | 3 | 10 | 0 | 0.3 | -3 | -9 | 4
COc1ccc(OC)c2[nH]c(=O)c(CCNC(=O)c3ccc(S(=O)(=O)N4CCCC4)cc3)cc12 | i | 2 | 1 | 7 | -3 | 0.3 | -11 | -2 | 0
